Compound activity (PubChem BioAssay)
DENV2 CPE rescue: DENV2-induced cell death inhibition; DENV2-infected cells, cytopathic effect rescue, plate reader; CPE inhibition, % at 9.99 µM; actives 1.7% (n = 350,000); in the data active = CPE inhibition above about 20%, passing the limit was not always enough; inconclusive = no clear call, values can overlap the other calls; tested in BHK-21 cells;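 also: 0% = median of neutral control wells and 100% = median of positive control wells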
F508del corr: CFTR F508del correction in bronchial cells | CFBE cells, YFP halide quenching; stimulated with forskolin plus potentiator P3; % fluorescence drop versus neutral controls | activity (quench increase), % at 7.58 µM | actives 0.36% (n = 350,000);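 active = mean added fluorescence quench of at least 8% versus neutral control, with both replicates also reaching 8%; inconclusive = only one of the mean or replicate conditions met; inactive = mean below 8% and not both replicates reaching 8%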;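 also: cells transiently co-express mutant CFTR-F508del with the halide-sensitive YFP; corrector assay measuring rescue of mutant channel to the surface after 24 h compound exposure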
Casp6 inh: caspase-6 (human) enzyme inhibition; P55212; purified caspase-6, Z-VEID-R110 cleavage fluorescence; inhibition, % at 12.5 µM; actives 0.53% (n = 350,000);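 active = mean inhibition across replicates at least about 35%, with every replicate also reaching that limit, limit read from the data; inconclusive = only one of the two criteria met; inactive = neither criterion met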;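 also: 0% = median of neutral control wells and 100% = no fluorescence left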
Target sequence (P55212 24-179 limits assumed): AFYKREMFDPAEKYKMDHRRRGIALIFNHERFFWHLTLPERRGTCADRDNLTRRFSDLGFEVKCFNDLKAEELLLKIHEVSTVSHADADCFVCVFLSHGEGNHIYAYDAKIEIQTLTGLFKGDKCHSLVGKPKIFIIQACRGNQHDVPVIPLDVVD
Target sequence (P55212 194-293 limits assumed): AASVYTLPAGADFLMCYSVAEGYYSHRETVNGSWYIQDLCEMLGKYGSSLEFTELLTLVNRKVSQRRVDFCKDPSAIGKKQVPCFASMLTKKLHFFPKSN
RAD54 inh: blocks human RAD54 Holliday junction branch migration; Q92698; FAM/BHQ fluorescence; inhibition, % at 10.4 µM; actives 0.14% (n = 360,000); AID 602329;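 active = mean normalized replicate activity at least 40 and at least half of replicates scoring 40 or more; inconclusive = only one of the two criteria met; inactive = mean below 40 and under half of replicates reaching 40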;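 also: 0% = median of neutral control wells and 100% = median of positive control wells; inhibitors cause a drop in the FAM fluorescence signal; in these data hits start at about 50%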
RAD52 inh: RAD52 (human) annealing inhibition. recombinant RAD52 DNA annealing, FRET fluorescence. inhibition, % at 18.7 µM. actives 0.46% (n = 360,000). AID 651710;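 active = every replicate showing at least 50% inhibition; inconclusive = mean inhibition at least 50% but not in every replicate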
Target sequence (P43351 whole entry, looked up): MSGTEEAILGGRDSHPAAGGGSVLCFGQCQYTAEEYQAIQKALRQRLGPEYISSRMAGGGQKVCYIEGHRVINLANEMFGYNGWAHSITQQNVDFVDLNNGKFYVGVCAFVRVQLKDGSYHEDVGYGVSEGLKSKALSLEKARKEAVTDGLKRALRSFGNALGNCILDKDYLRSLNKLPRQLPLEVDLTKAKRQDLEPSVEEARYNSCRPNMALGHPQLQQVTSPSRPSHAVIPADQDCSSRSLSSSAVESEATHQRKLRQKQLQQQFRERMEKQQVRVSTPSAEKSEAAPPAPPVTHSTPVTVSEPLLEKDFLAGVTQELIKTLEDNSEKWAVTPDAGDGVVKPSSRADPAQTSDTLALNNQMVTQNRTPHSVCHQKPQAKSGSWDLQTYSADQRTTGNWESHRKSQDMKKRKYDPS
XiGFP reactiv: reactivates the inactive X chromosome in mouse fibroblasts; XiGFP mouse fibroblasts, % GFP-positive cells imaging, 3 d; cells co-treated with 5-aza-dC sensitizer; scaled so ellipticine positive control = 100%; activation, % at 7.58 µM; actives 0.055% (n = 360,000);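 active = mean normalized replicate activation at least 10% and every replicate at or above 10%; inconclusive = only one of the two criteria met; inactive = mean below 10% and not all replicates reach 10%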;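 also: 0% = median of on-plate neutral control wells and 100% = ellipticine 6 µM median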
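Material: SV40-immortalized XiGFP fibroblast cells, line 68-5-11 | Buffer or medium: DMEM containing 5-aza-dC | Dosing: One concentration, pinned | Times: 3 d treatment, 15 min room-temperature fixation | Controls: Ellipticine 6 µM positive control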
E-sel inducer: E-selectin induction on HUVECs. P16581. activation, % at 7.58 µM. HUVEC E-selectin immunofluorescence imaging; normalized: neutral wells 0, TNF-alpha wells 100. actives 0.37% (n = 260,000);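 active = mean E-selectin-positive cell signal at least 10% of the positive control, reached in at least 60% of replicates, without over 20% cell loss; inconclusive = no rule given, readout overlaps actives, possibly toxicity-flagged; inactive = the rest, including those meeting only one limit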;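 also: in these data hits start at about 27%; measured in HUVEC primary endothelial cells; signal is the percent of cells scored E-selectin positive by PE staining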
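Assay system: HUVEC primary endothelial cells. Input: 3,000 HUVEC seeded per well. Doses: one compound dose added by pin transfer. Read-out basis: % PE-positive cells. Benchmarks: TNF-alpha high, DMSO low. Detection: immunofluorescence imaging. Buffer or medium: EGM-2, gelatin.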
GSIS activator: primary screen for activators of insulin secretion dependent on glucose, INS-1E cells, GLuc reporter luminescence | INS-1E GLuc reporter insulin secretion, 2-3 h | activation, % at 16.6 µM | actives 0.61% (n = 370,000);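 active = lowest replicate activation of at least 40%, so every replicate reaches that level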;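 also: 0% = median of neutral control wells and 100% = median of IBMX positive control wells; some compounds called inactive have numbers as strong as hits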
The depositor's hits bear a star; u = inconclusive; x = not tested or not shown; & = joins results of further samples.

SMILES	DENV2 CPE rescue	F508del corr	Casp6 inh	RAD54 inh	RAD52 inh	XiGFP reactiv	E-sel inducer	GSIS activator
COC(=O)c1cn(CCNC(=O)[C@@H](NS(=O)(=O)c2ccc(C)cc2)C(C)C)nn1	7.5	-1.4	2.0	x	-12.9	x	x	x
COc1ccc(OC)c(/C=N/NC(=O)C(=O)NCc2cccnc2)c1	9.8	-0.5	0.1	x	-3.7	0.0	-0.4	-2.9
CCN(CC)c1ccc(NC(=O)c2ccccc2OCC(=O)OC)cc1	-2.0	x	-3.8	x	-14.0	0.0	6.9	10.0
CCNC(=S)NCc1ccc(F)cc1	-1.6	x	-1.0	-3.0	-10.4	0.0	-1.2	-27.9
CC(=O)N/C(=C/c1ccc2c(c1)OCO2)C(=O)NCc1ccccc1	5.9	0.2	0.6	x	-20.9	0.4	2.9	23.7
CSCCC(NC(=O)c1ccccc1Br)C(=O)NNC(=O)c1ccncc1 (centres undefined)	-5.4	-2.8	-4.1	0.5	-5.0	0.0	-0.5	-3.3
Cc1noc(C)c1CSCC(=O)Nc1cc(Cl)ccc1N1CCCCC1	3.1	0.5	-3.1	1.7	-29.0	-0.1	0.3	-36.0
C[C@@H]1CCCCO[C@H](CN(C)Cc2ccccc2)[C@@H](C)CN([C@@H](C)CO)C(=O)c2cc(NC(=O)Nc3ccccc3)ccc2O1	-19.0	-0.6	4.0	-11.0	12.2	-0.1	x	-23.8
CCC1=C(OC(=O)N(CC)CC)N2C(=O)OC(=NCC3CC3)[C@]2(Cc2ccccc2)[C@H]2C1=CC[C@H]1C(=O)N(C)C(=O)[C@H]12	-11.3	0.1	0.1	-14.8	-3.5	0.1	0.0	-14.2
COc1ccc(S(=O)(=O)N(C)C[C@H]2Oc3c(NC(=O)Nc4ccc5c(c4)OCO5)cccc3C(=O)N([C@H](C)CO)C[C@@H]2C)cc1	-4.3&-8.9	-0.2&2.4	-1.6&-2.7	-0.8&-0.9	-5.5&-14.7	0.3&0.3	6.7&0.1	-6.3&-28.9
COc1ccc(OCCCC(=O)Nc2cc(S(=O)(=O)N3CCCCC3)ccc2OC)cc1	8.8	-3.1	-1.4	8.9	-5.8	0.0	2.8	-27.6
CNC(=O)CSc1nnc(COc2ccc([N+](=O)[O-])cc2)n1C	-0.4	-0.1	-1.2	-0.5	-0.1	0.1	x	20.8
Brc1cc(/C=N/n2cnnc2)oc1Br	x	2.6	4.5	x	-6.1	0.4	x	-4.2
CC1(c2ccccc2)NC(=O)N(CC(=O)N(CC(=O)Nc2ccccc2C(F)(F)F)Cc2ccco2)C1=O (centres undefined)	-11.5	-3.1	-77.0	4.0	-14.1	0.3	-0.6	-5.4
OCC1CCCN(c2ncnc3scc(-c4ccccc4)c23)C1 (centres undefined)	-4.8	0.0	2.6	x	-7.0	0.0	x	29.8
CCc1nc2ccc(C(=O)NCCc3c[nH]c4ccccc34)cn2c1N(C)CCCc1ccccc1	7.9	0.0	x	-3.4	-83.5	-0.1	2.5	0.4
C[C@H]1CN([C@@H](C)CO)C(=O)Cc2cc(NC(=O)Cn3cnnn3)ccc2O[C@H]1CN(C)C(=O)Nc1ccccc1	-9.8	2.8	3.9	7.9	-11.6	0.0	0.0	16.4
CC(OC(=O)c1ccc(Cl)nc1)C(=O)NC(C)(C)C (centres undefined)	-8.7	10.2*	0.5	x	-14.3	0.0	x	0.8
O=C(Nc1cc(S(=O)(=O)N2CCOCC2)ccc1N1CCOCC1)c1c(F)cccc1Cl	7.3	-0.3	-1.1	1.1	-2.5	0.1	-0.2	6.3
CS(=O)(=O)c1ccc(Cl)c(NC(=O)COC(=O)CCN=C2NS(=O)(=O)c3ccccc32)c1	6.5	3.5	0.3	-7.5	0.4	-0.1	x	3.6
C[C@@H]1CN([C@H](C)CO)C(=O)c2cc(NC(=O)Nc3ccccc3)ccc2O[C@H]1CN(C)S(=O)(=O)c1ccc(Cl)cc1	7.8	-2.1	-3.4	-12.2	13.1	0.2	1.1	-27.0
C[C@@H]1CN([C@@H](C)CO)S(=O)(=O)c2ccc(C#CCC3CCCC3)cc2O[C@@H]1CN(C)C(=O)c1ccccn1	4.0	1.6	-2.2	-16.8	-8.1	-0.4	0.3	-7.9
C=CCN1C(=O)c2n[nH]c(COC)c2C1c1ccc(F)cc1 (centres undefined)	-1.3	0.6	-1.4	x	3.9	0.0	0.0	64.8*
CN(C)C(=O)C[C@@H]1CC[C@@H]2[C@@H](COc3ccc(NC(=O)C4CCOCC4)cc3C(=O)N2C)O1	-9.2	-2.2	2.1	-14.1	0.1	0.2	0.0	0.3
CCc1cc(C(=O)NCC(c2ccco2)N2CCCCC2)sc1C (centres undefined)	11.9	1.7	-8.5	9.1	-51.0	-0.1	x	12.3
C=CCn1c(SCC(=O)Nc2ccc(Br)cc2)nc(O)c(CC)c1=O	0.0	-2.1	0.3	-0.6	-12.6	0.0	-0.1	-10.4
COc1ccccc1S(=O)(=O)N1C[C@@H]2N[C@H](C1)C2c1ccc(-c2ccccc2)cc1 (some centres undefined)	u	4.4&0.8	-1.5&0.8	x	45.3&27.7	0.0&0.0	-0.6&0.4	4.0&-9.1
Cc1ccccc1-c1nnc(-c2ccc(Cl)cc2)o1	x	-0.9	-3.1	-3.5	-0.1	x	x	-6.2
CCN(CC)C(=O)C(=O)c1ccn(-c2c(C)csc2C(=O)OC)c1	-5.9	0.5	-1.7	1.7	-3.3	0.0	-0.2	-0.2
CC1CCCN(C2(O)C(=O)Nc3ccc(Cl)cc32)C1 (centres undefined)	-0.8	-5.1	4.6	x	-0.9	0.0	0.1	7.9

F508del corr, hit marks shown above
SMILES | F508del corr | Casp6 inh | RAD52 inh | GSIS activator
CC(OC(=O)c1ccc(Cl)nc1)C(=O)NC(C)(C)C (centres undefined) | 10.2* | 0.5 | -14.3 | 0.8

The list continues.
SMILES	DENV2 CPE rescue	F508del corr	Casp6 inh	RAD54 inh	RAD52 inh	XiGFP reactiv	E-sel inducer	GSIS activator
CCCCn1c(N)c(N(CCOC)C(=O)c2cccc(S(=O)(=O)N(C)c3ccc(C)cc3)c2)c(=O)[nH]c1=O	1.6	-1.4	3.0	-0.7	-29.4	-0.1	0.3	-8.6
COC(=O)Cc1ccccc1NS(=O)(=O)c1ccc(C)cc1	5.9	-0.2	-2.0	x	-0.6	0.1	-0.1	13.1
CC(C)CC(NC(N)=O)C(=O)OCC(=O)Nc1ccc(SC(F)F)cc1 (centres undefined)	2.1	-0.2	-0.4	x	1.3	0.0	x	-29.7
CO[C@H]1CN(C)C(=O)c2ccc(NC(=O)C3CC3)cc2OC[C@H](C)N(Cc2ccncc2)C[C@H]1C	6.0	1.7	-0.3	6.7	-7.7	-0.3	0.1	4.5
COc1ccc(NC(=O)Nc2ccc3c(c2)[C@@H]2C[C@@H](CC(=O)N4CCCCC4)O[C@@H](CO)[C@@H]2O3)cc1	2.6	0.6	3.3	2.7	-21.9	0.1	0.1	-5.5
O=C(CCC1CCCN(C(=O)CCC(F)(F)F)C1)NCc1ccc(F)c(F)c1 (centres undefined)	-1.4	x	-0.5	-6.7	-5.1	0.0	x	0.1
C[C@@H]1CN([C@H](C)CO)C(=O)c2c(c3ccccc3n2C)-c2ccccc2CO[C@H]1CN(C)S(=O)(=O)c1ccc([N+](=O)[O-])cc1	-2.4	4.6	-1.6	x	7.1	0.1	-0.3	13.5
COc1ccccc1C(=O)N/C(=C\c1ccccc1)C(=O)NC(C)C(=O)O (centres undefined)	6.4	0.1	-2.6	16.1	-7.1	0.0	x	0.0
CCOC(=O)C1(Cc2cccc(Cl)c2)CCCN(CCO)C1 (centres undefined)	10.8	0.4	0.8	2.3	-22.3	0.0	3.2	x
C[C@@H]1CN([C@H](C)CO)C(=O)c2cccc(N(C)C)c2O[C@@H]1CN(C)C	-9.1	-1.7	-3.4	0.0	-8.3	-0.7	-0.1	26.7
C[C@@H]1CN([C@H](C)CO)S(=O)(=O)c2ccc(C#C[C@@H](C)O)cc2O[C@H]1CN(C)C(=O)C1CCC1	-3.3	-1.7	1.6	-0.8	9.3	-1.3	0.7	7.3
O=C(Nc1ccc(F)cc1)N[C@@H]1CC[C@H](CCNS(=O)(=O)c2ccccc2F)O[C@H]1CO	7.1	-0.9	-4.0	3.4	-6.1	-0.3	-0.4	-8.4
Cc1cccc(NC(=O)C2(c3ccccc3)CCOCC2)c1	-1.4	1.1	-2.4	x	-20.2	0.0	x	-2.0
O=C(Nc1ccccc1)N1C[C@@H]2N[C@H](C1)C2c1ccc(-c2ccccc2F)cc1 (some centres undefined)	-0.7&0.5	-0.8&0.3	4.9	x	-3.9&26.7	0.1&0.0	-0.1&0.0	-17.6&2.7
COC(=O)C1=C(C)N(Cc2ccccc2C(F)(F)F)C(=NCc2cc(OC)c(OC)c(OC)c2)NC1c1cccc(Cl)c1 (centres undefined)	-2.0	4.3	-0.8	x	32.6	0.6	-0.3	x
C=CCSc1nnc(Cn2c(=O)sc3ccccc32)n1C	5.5	0.9	-1.8	18.4	-15.5	0.2	-0.3	7.5
Cc1ccc(C2N3CC4([N+](=O)[O-])CN2CC([N+](=O)[O-])(C3)C4(C)C)cc1 (centres undefined)	7.1	2.8	0.4	-6.7	-14.2	-0.1	-0.1	0.1
Cc1ccc(S(=O)(=O)N(C)C[C@@H]2OCCCC[C@@H](C)Oc3ccc(NC(=O)Nc4ccc5c(c4)OCO5)cc3C(=O)N([C@H](C)CO)C[C@@H]2C)cc1	-4.1	0.3	0.0	-10.3	-5.2	0.1	x	25.8
COc1ccc(Cl)cc1-c1cc(C(=O)Nc2ccc(C(C)(C)C)cc2)[nH]n1	-3.1	1.1	-0.5	-0.1	-14.1	0.2	1.4	0.0
COc1cc(Cl)ccc1NC(=S)N(CCN(C)C)C(C)c1ccncc1 (centres undefined)	0.4	-0.8	-11.4	7.0	5.2	-0.1	-0.3	-5.1
CCN1CCc2c(OCc3ccccc3)cccc2C1=O	-4.2	-2.6	0.2	x	-4.9	0.0	1.8	6.5
C[C@@H]1CN([C@@H](C)CO)C(=O)c2cc(NS(C)(=O)=O)ccc2O[C@@H]1CN(C)Cc1ccc2c(c1)OCO2	5.8	2.1	-3.4	-4.7	18.3	0.0	0.1	7.4
O=S1(=O)C=CC(c2ccccc2)C1 (centres undefined)	-10.6	-1.3	-0.8	u	-2.6	0.0	-0.2	15.0
CC(CC(=O)Nc1ccc2c(c1)c(=O)n(C)n2Cc1ccc(Cl)cc1)C(F)(F)F (centres undefined)	1.5	1.4	x	-1.9	-10.8	0.2	0.3	x
C[C@H]1CN([C@@H](C)CO)C(=O)c2ccccc2-c2ccccc2CO[C@@H]1CN(C)Cc1ccc(Cl)c(Cl)c1	1.3	-0.5	3.8	x	13.9	0.6	1.1	42.5*
CCCOc1ccc(NC(=O)CC2C(=O)N(C)C(=S)N2Cc2ccc3c(c2)OCO3)cc1 (centres undefined)	-1.1	x	3.4	x	-0.5	0.3	-2.2	-34.1
CCSC(=O)N=Nc1ccc(O)cc1	-8.3	0.3	17.1	x	-8.3	0.0	0.2	-10.6
